Screens deposited in PubChem BioAssay by several laboratories.
LRH-1 inv ag: suppresses constitutive activity of human LRH-1; O00482; HEK293T StAR-luciferase reporter, LRH-1 transfected, 24 h; inhibition, % at 3.6 µM; actives 0.13% (n = 360,000); AID 602396;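 active means inhibition above the mean inhibition of all tested compounds plus 3 SD, cut at about 73% in these data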;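 further: 0% = DMSO wells and 100% = reporter-only cells lacking LRH-1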
Target sequence (O00482 whole entry, looked up): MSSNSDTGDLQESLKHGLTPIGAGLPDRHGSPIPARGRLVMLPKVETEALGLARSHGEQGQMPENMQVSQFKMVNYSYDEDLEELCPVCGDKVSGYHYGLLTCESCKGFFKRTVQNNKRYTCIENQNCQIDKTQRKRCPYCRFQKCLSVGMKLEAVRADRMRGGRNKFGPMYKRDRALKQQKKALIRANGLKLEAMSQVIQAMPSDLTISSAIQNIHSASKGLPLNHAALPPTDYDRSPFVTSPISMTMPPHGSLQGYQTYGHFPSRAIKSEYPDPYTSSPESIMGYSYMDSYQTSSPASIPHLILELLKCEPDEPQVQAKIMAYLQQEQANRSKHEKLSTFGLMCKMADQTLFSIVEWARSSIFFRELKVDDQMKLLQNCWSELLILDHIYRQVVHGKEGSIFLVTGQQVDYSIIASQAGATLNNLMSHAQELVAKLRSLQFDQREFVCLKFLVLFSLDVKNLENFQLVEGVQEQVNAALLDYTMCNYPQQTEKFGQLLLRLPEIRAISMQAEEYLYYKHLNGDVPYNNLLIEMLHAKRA
COUP-TFII inh: NR2F2 (human) inhibition, primary screen; actives 0.7% (n = 370,000); P24468; AID 686940; HEK293T NGFI-A luciferase reporter, luminescence; inhibition, % at 8.6 µM;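 active means inhibition above a per-plate cutoff, mean inhibition of test wells between control levels plus 3 SD, cut at about 38% in these data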;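 further: cells cotransfected with COUP-TFII expression vector driving the NGFI-A reporter; 0% = median of COUP-TF2 test wells and 100% = reporter-only cells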
Target sequence (P24468 whole entry, looked up): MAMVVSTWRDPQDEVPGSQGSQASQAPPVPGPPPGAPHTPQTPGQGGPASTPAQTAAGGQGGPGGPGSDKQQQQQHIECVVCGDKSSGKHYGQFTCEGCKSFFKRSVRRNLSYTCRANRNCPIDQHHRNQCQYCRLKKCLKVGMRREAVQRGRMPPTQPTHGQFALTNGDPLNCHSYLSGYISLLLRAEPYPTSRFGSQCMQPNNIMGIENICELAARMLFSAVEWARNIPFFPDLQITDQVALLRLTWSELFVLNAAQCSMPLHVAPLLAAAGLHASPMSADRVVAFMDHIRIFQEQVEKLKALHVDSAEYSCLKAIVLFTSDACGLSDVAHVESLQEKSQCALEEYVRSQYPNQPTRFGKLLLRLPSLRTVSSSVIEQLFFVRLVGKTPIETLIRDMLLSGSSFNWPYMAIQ
EBV LMP1 NFkB: reduces LMP1-driven NF-kappaB luciferase signal | inhibition, % at 12.5 µM | actives 0.69% (n = 350,000) | LMP1-induced NF-kappaB luciferase reporter cells, luminescence; in the data active means inhibition above about 41%;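 further: 0% = neutral control wells and 100% = reference inhibitor control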
NCOA1 inh: inhibits human SRC1 coactivator; Q15788; HEK293 GAL4-SRC1 luciferase reporter, luminescence; inhibition, % at 3.6 µM; actives 0.12% (n = 360,000); AID 588354;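 active means inhibition above the campaign mean plus 3 SD, with each screening campaign given its own cutoff, cut at about 60% in these data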;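 further: 0% = DMSO treated cells and 100% = gossypol at 36 µM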
TROY signal inh: TROY signaling inhibition; actives 0.98% (n = 360,000); Q293 LMP1-TROYcd NF-kB luciferase reporter, 4 h; inhibition, % at 10 µM;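 active means compounds whose plate-normalised and pattern-corrected inhibition of the luciferase reporter signal at the single screening dose is 50% or more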
NOD2-RIPK2 inh: inhibitors of human NOD2-RIPK2 interaction | CHO BLA complementation NOD2-RIPK2, CCF4 ratio | inhibition, % at 4.98 µM | actives 0.38% (n = 360,000) | AID 624267; in the data active means inhibition above about 21%;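 further: 0% = vehicle only and 100% = reference blocker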
TRAIL sens C8: caspase-8 TRAIL sensitization; NB7+C8 cells + TRAIL, ATPlite viability luminescence; inhibition (viability loss, TRAIL sensitization), % at 10 µM; actives 1% (n = 360,000); AID 624354;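 active means compounds causing at least 50% loss of cell viability in the single-dose screen, relative to plate controls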
TWEAK-Fn14 inh: TWEAK-Fn14 signaling inhibition | inhibition, % at 10 µM | TWEAK-stimulated Fn14 reporter cells, luciferase luminescence, 8 h | actives 2% (n = 360,000) | AID 1159606; in the data active means inhibition above about 50%
SRC2 inh: inhibits human steroid receptor coactivator 2 | Q15596 | HEK293 GAL4-SRC2 luciferase reporter, luminescence | actives 0.17% (n = 370,000) | inhibition, % at 9 µM;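 active means inhibition above the mean inhibition of all tested compounds plus 3 SD, set per campaign, cut at about 52% in these data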;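 further: 0% = DMSO treated cells and 100% = cells given Gossypol at 36 µM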
TLR9-MyD88 block: blocks human TLR9 binding to MyD88. inhibition, % at 4.98 µM. CHO BLA complementation TLR9-MyD88, CCF4 FRET ratio. actives 0.21% (n = 340,000). Q9NR96+Q99836;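 active means inhibition above the mean over all tested compounds plus 3 SD, cut at about 21% in these data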;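 further: 0% = DMSO only wells and 100% = clavulanate BLA inhibitor control wells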
NCOA3 inh: inhibits human SRC3 coactivator; HEK293 GAL4-SRC3 luciferase reporter, luminescence; actives 0.17% (n = 360,000); inhibition, % at 3.6 µM; Q9Y6Q9; AID 588352;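 active means inhibition above a per-campaign cutoff, the mean of all compounds plus 3 SD, cut at about 60% in these data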;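 further: 0% = DMSO-treated cells and 100% = gossypol-treated cells at 36 µM; higher means less SRC3-driven luciferase light from the GAL4 reporter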
An asterisk follows results filed as active. Only part of the results is shown; rates above refer to the full screens.

What do the screens show for `COc1ccc(CCNc2ncnc3sccc23)cc1OC`?
LRH-1 inv ag: 36; COUP-TFII inh: 74*; EBV LMP1 NFkB: 9; NCOA1 inh: 13; TROY signal inh: 38; NOD2-RIPK2 inh: 5; TRAIL sens C8: 23; TWEAK-Fn14 inh: 50*; SRC2 inh: 25; TLR9-MyD88 block: -7; NCOA3 inh: 34

Results for O=C(NCCS(=O)(=O)N1CCN(c2cccc(Cl)c2)CC1)C1CC1 ?
LRH-1 inv ag: 13; COUP-TFII inh: 15; EBV LMP1 NFkB: -4; NCOA1 inh: 27; TROY signal inh: -6; NOD2-RIPK2 inh: -9; TRAIL sens C8: 3; TWEAK-Fn14 inh: -16; SRC2 inh: 13; TLR9-MyD88 block: -9; NCOA3 inh: 7

What do the screens show for `Cc1ccc(C)c(C(C)NC(=O)c2ccc(Br)o2)c1` (stereo unspecified)?
LRH-1 inv ag: 8; COUP-TFII inh: -2; EBV LMP1 NFkB: 8; NCOA1 inh: 15; TROY signal inh: -33; NOD2-RIPK2 inh: -17; TRAIL sens C8: -6; TWEAK-Fn14 inh: -30; SRC2 inh: -10; TLR9-MyD88 block: -2; NCOA3 inh: 9

How did O=C(O)C1=C[C@@H](c2ccccc2)C[C@@H](OCc2ccc(CO)cc2)O1 do in these assays?
LRH-1 inv ag: 11; COUP-TFII inh: -6; EBV LMP1 NFkB: 3; NCOA1 inh: 3; TROY signal inh: -7; NOD2-RIPK2 inh: -5; TRAIL sens C8: -2; TWEAK-Fn14 inh: -3; SRC2 inh: -6; TLR9-MyD88 block: 6; NCOA3 inh: -5

What do the screens show for `O=C(Nc1cccnc1)C1Cc2c(-c3ccc4c(c3)OCO4)ccnc2O1` (stereo unspecified)?
LRH-1 inv ag: -21; COUP-TFII inh: 9; NCOA1 inh: 11; TROY signal inh: 22; NOD2-RIPK2 inh: -1; TRAIL sens C8: 11; TWEAK-Fn14 inh: 9; SRC2 inh: -13; NCOA3 inh: -9

What do the screens show for `CN(Cc1ccccc1F)C(=O)CNC(=O)Cc1cccc2ccccc12`?
LRH-1 inv ag: -7; COUP-TFII inh: 15; EBV LMP1 NFkB: 0; NCOA1 inh: -26; TROY signal inh: 4; NOD2-RIPK2 inh: -14; TRAIL sens C8: -4; TWEAK-Fn14 inh: 6; SRC2 inh: 0; TLR9-MyD88 block: 0; NCOA3 inh: 1

Results for Cc1cc(-c2ccccc2)[nH]c(=O)c1S(=O)(=O)c1ccc(Cl)cc1 ?
LRH-1 inv ag: 5; COUP-TFII inh: 14; EBV LMP1 NFkB: -24; NCOA1 inh: -2; TROY signal inh: -3; NOD2-RIPK2 inh: -6; TRAIL sens C8: -7; TWEAK-Fn14 inh: -14; SRC2 inh: 24; TLR9-MyD88 block: 3; NCOA3 inh: -2

How did CC1Cc2ccccc2N1Cc1nc2cc(C(F)(F)F)ccc2c(=O)[nH]1 (stereo unspecified) do in these assays?
LRH-1 inv ag: 29; COUP-TFII inh: 11; EBV LMP1 NFkB: 32; NCOA1 inh: 8; TROY signal inh: 2; NOD2-RIPK2 inh: -3; TRAIL sens C8: -21; TWEAK-Fn14 inh: -20; SRC2 inh: -1; TLR9-MyD88 block: -4; NCOA3 inh: 22

Results for Cc1ccc(-c2nn(-c3ccccc3)cc2/C=C(\C#N)c2cccc(C#N)c2)o1 ?
LRH-1 inv ag: 12; EBV LMP1 NFkB: 0; NCOA1 inh: 3; TROY signal inh: 4; NOD2-RIPK2 inh: -1; TRAIL sens C8: 7; TWEAK-Fn14 inh: -4; TLR9-MyD88 block: 0; NCOA3 inh: 14

Results for Cc1ccc(-c2nnn(CC(=O)N(Cc3cccs3)C(C(=O)NC3CCCC3)c3ccco3)n2)o1 (stereo unspecified) ?
LRH-1 inv ag: -5; COUP-TFII inh: -17; EBV LMP1 NFkB: -21; NCOA1 inh: 13; TROY signal inh: 8; NOD2-RIPK2 inh: -7; TRAIL sens C8: 7; TWEAK-Fn14 inh: 14; SRC2 inh: 30; TLR9-MyD88 block: -3; NCOA3 inh: 14

Results for CCn1c(=O)c([N+](=O)[O-])c(N2CCSCC2)c2ccccc21 ?
LRH-1 inv ag: -4; COUP-TFII inh: 21; EBV LMP1 NFkB: 6; NCOA1 inh: 7; TROY signal inh: 20; NOD2-RIPK2 inh: -20; TRAIL sens C8: 14; TWEAK-Fn14 inh: 17; SRC2 inh: 18; TLR9-MyD88 block: -6; NCOA3 inh: 15

How did COc1ccc(/C=C2\SC(=S)N(CCC(=O)Nc3cccc(C(=O)O)c3)C2=O)cc1OC do in these assays?
LRH-1 inv ag: -2; COUP-TFII inh: 13; EBV LMP1 NFkB: 6; NCOA1 inh: -9; TROY signal inh: -1; NOD2-RIPK2 inh: -1; TRAIL sens C8: 8; TWEAK-Fn14 inh: -20; SRC2 inh: 2; TLR9-MyD88 block: -6; NCOA3 inh: 4

Results for O=C(Nc1ccc(S(=O)(=O)Nc2nccs2)cc1)c1nn(-c2ccccc2)ccc1=O ?
LRH-1 inv ag: -16; COUP-TFII inh: 4; EBV LMP1 NFkB: 1; NCOA1 inh: 20; TROY signal inh: 1; NOD2-RIPK2 inh: -6; TRAIL sens C8: 19; TWEAK-Fn14 inh: 13; SRC2 inh: 17; TLR9-MyD88 block: -9; NCOA3 inh: 1

How did O=C(COC(=O)/C=C/c1ccc(Cl)cc1)Nc1cccc(S(=O)(=O)NC2=NCCCCC2)c1 do in these assays?
LRH-1 inv ag: 4; COUP-TFII inh: -12; EBV LMP1 NFkB: 5; NCOA1 inh: -22; TROY signal inh: 9; NOD2-RIPK2 inh: -2; TRAIL sens C8: -16; TWEAK-Fn14 inh: -7; SRC2 inh: 11; TLR9-MyD88 block: 6; NCOA3 inh: 22

Results for Cc1cccc2cc(COC(=O)C3CCCO3)c(=O)[nH]c12 (stereo unspecified) ?
LRH-1 inv ag: -12; COUP-TFII inh: -13; EBV LMP1 NFkB: -1; NCOA1 inh: -23; TROY signal inh: 50; NOD2-RIPK2 inh: -6; TRAIL sens C8: -11; TWEAK-Fn14 inh: 13; SRC2 inh: -12; TLR9-MyD88 block: 6; NCOA3 inh: -15

What do the screens show for `COc1ccc(CNC(=O)c2ccc3ccccc3n2)cc1`?
LRH-1 inv ag: -11; COUP-TFII inh: -3; EBV LMP1 NFkB: -15; NCOA1 inh: -24; TROY signal inh: -15; NOD2-RIPK2 inh: -7; TRAIL sens C8: 5; TWEAK-Fn14 inh: -25; SRC2 inh: -31; TLR9-MyD88 block: -17; NCOA3 inh: -5

What do the screens show for `CC(=O)Nc1cc(-c2ccc(F)cc2)[nH]n1`?
LRH-1 inv ag: -10; COUP-TFII inh: -16; EBV LMP1 NFkB: -3; NCOA1 inh: -28; TROY signal inh: 49; NOD2-RIPK2 inh: 1; TRAIL sens C8: 21; TWEAK-Fn14 inh: 18; SRC2 inh: -9; TLR9-MyD88 block: 10; NCOA3 inh: -16

How did CN1C(N)=NC(=O)/C1=C/c1ccc(F)cc1 do in these assays?
LRH-1 inv ag: 19; COUP-TFII inh: -3; NCOA1 inh: -5; TROY signal inh: 12; NOD2-RIPK2 inh: -6; TRAIL sens C8: -9; TWEAK-Fn14 inh: -2; SRC2 inh: 6; NCOA3 inh: -2

How did COc1ccc(NC(=O)CN(c2cc(C)cc(C)c2)S(=O)(=O)c2c(C)n[nH]c2C)cc1 do in these assays?
LRH-1 inv ag: 5; COUP-TFII inh: -3; EBV LMP1 NFkB: 3; NCOA1 inh: -3; TROY signal inh: -11; NOD2-RIPK2 inh: -5; TRAIL sens C8: -2; TWEAK-Fn14 inh: 11; SRC2 inh: -8; TLR9-MyD88 block: 5; NCOA3 inh: 16

How did CCCN(C(=O)c1cccc(S(=O)(=O)N2CCN(Cc3ccccc3)CC2)c1)C1CCS(=O)(=O)C1 (stereo unspecified) do in these assays?
LRH-1 inv ag: 9; COUP-TFII inh: 24; EBV LMP1 NFkB: 4; NCOA1 inh: 0; TROY signal inh: -12; NOD2-RIPK2 inh: -74; TRAIL sens C8: -3; TWEAK-Fn14 inh: 15; SRC2 inh: -15; TLR9-MyD88 block: 5; NCOA3 inh: 7

Results for COc1ccc(-c2[nH]ncc2CNC(C)CCn2cccn2)cc1F (stereo unspecified) ?
LRH-1 inv ag: 9; COUP-TFII inh: 4; EBV LMP1 NFkB: -12; NCOA1 inh: -13; TROY signal inh: 10; NOD2-RIPK2 inh: -17; TRAIL sens C8: 3; TWEAK-Fn14 inh: -1; SRC2 inh: 10; TLR9-MyD88 block: 10; NCOA3 inh: 28

Results for O=C(NCCC1=CCCCC1)c1ccc(CN2CCOCC2)cc1 ?
LRH-1 inv ag: -142; COUP-TFII inh: -26; EBV LMP1 NFkB: -11; NCOA1 inh: -101; TROY signal inh: 5; NOD2-RIPK2 inh: 2; TRAIL sens C8: -12; TWEAK-Fn14 inh: 16; SRC2 inh: -41; TLR9-MyD88 block: -7; NCOA3 inh: -99

What do the screens show for `Cc1ccc(S(=O)(=O)N(C)C)cc1NC(=O)COC(=O)C1=COCCO1`?
LRH-1 inv ag: -4; COUP-TFII inh: 2; EBV LMP1 NFkB: -2; NCOA1 inh: -5; TROY signal inh: 4; NOD2-RIPK2 inh: 2; TRAIL sens C8: -5; TWEAK-Fn14 inh: -9; SRC2 inh: -10; TLR9-MyD88 block: 11; NCOA3 inh: -4

What do the screens show for `COc1cc2ccnc(C=NO)c2cc1OC`?
LRH-1 inv ag: 20; COUP-TFII inh: 14; EBV LMP1 NFkB: 7; NCOA1 inh: 15; TROY signal inh: 21; NOD2-RIPK2 inh: -2; TRAIL sens C8: 2; TWEAK-Fn14 inh: 24; SRC2 inh: 29; TLR9-MyD88 block: 2; NCOA3 inh: 30

Results for O=C(O)c1cc(-c2cccs2)nn1-c1ccccc1 ?
LRH-1 inv ag: 16; COUP-TFII inh: 1; EBV LMP1 NFkB: -6; NCOA1 inh: 17; TROY signal inh: -17; NOD2-RIPK2 inh: 9; TRAIL sens C8: -12; TWEAK-Fn14 inh: 15; SRC2 inh: 1; TLR9-MyD88 block: 5; NCOA3 inh: 7

How did COc1cc(NC(=O)CCN2CCN(c3ccccc3F)CC2)cc(OC)c1 do in these assays?
LRH-1 inv ag: 7; COUP-TFII inh: 23; EBV LMP1 NFkB: 8; NCOA1 inh: 3; TROY signal inh: 20; NOD2-RIPK2 inh: 12; TRAIL sens C8: 38; TWEAK-Fn14 inh: 7; SRC2 inh: 6; TLR9-MyD88 block: 3; NCOA3 inh: -5

Retrieved by structure from the list above:
Results for O=C(NCCC1=CCCCC1)c1ccc(CN2CCOCC2)cc1 ?
LRH-1 inv ag: -142; COUP-TFII inh: -26; EBV LMP1 NFkB: -11; NCOA1 inh: -101; TROY signal inh: 5; NOD2-RIPK2 inh: 2; TRAIL sens C8: -12; TWEAK-Fn14 inh: 16; SRC2 inh: -41; TLR9-MyD88 block: -7; NCOA3 inh: -99

How did O=C(COC(=O)/C=C/c1ccc(Cl)cc1)Nc1cccc(S(=O)(=O)NC2=NCCCCC2)c1 do in these assays?
LRH-1 inv ag: 4; COUP-TFII inh: -12; EBV LMP1 NFkB: 5; NCOA1 inh: -22; TROY signal inh: 9; NOD2-RIPK2 inh: -2; TRAIL sens C8: -16; TWEAK-Fn14 inh: -7; SRC2 inh: 11; TLR9-MyD88 block: 6; NCOA3 inh: 22
